TbREL1 primary: TbREL1 RNA ligase inhibitors, primary screen, biochemical, FRET fluorescence | RNA-editing ligase 1, mitochondrial (Trypanosoma brucei brucei), P86926 | TbREL1 RNA ligation | AID 1117264, 2014 | 89,000 tested, 0.49% active | inhibition, % at 9.66 µM;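 active means inhibition above the mean inhibition across all screened compounds plus 3 SD, cut at about 11% in these data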;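 further: 0% = plate median of test wells and 100% = NSC42067 control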
Target sequence (P86926 whole entry, looked up): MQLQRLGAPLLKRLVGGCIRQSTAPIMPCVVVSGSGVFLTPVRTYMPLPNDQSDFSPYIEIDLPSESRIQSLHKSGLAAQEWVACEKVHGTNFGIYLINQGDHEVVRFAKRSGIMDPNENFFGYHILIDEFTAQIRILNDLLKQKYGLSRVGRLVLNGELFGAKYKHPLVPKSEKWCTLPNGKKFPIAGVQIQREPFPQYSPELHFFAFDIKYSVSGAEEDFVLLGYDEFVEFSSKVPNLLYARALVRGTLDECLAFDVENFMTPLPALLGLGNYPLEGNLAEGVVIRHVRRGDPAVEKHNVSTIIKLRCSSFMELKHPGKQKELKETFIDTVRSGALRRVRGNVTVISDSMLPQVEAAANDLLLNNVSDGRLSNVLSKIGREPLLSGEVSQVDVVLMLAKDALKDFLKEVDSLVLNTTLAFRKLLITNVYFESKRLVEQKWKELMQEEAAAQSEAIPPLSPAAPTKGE
Numbers without * were called inactive. The list is partial. The share of hits here may be higher or lower than overall.

SMILES | TbREL1 primary
Cc1cc(C)nc(N2CCCC(C(=O)Nc3ccc(F)cc3)C2)n1 (stereo unspecified) | -3.7
CCC(C(=O)OCC(=O)c1ccc2c(c1)NC(=O)CO2)c1ccccc1 (stereo unspecified) | 0.6
O=C(NCCn1c(C(F)(F)F)nc2ccccc21)[C@H]1CCCN1c1nc(CN2CCCCC2)cs1 | -0.8
CC(C)c1ccc(/C=C/C(=O)NNC(=O)c2cccnc2)cc1 | -1.5
Cc1ccc(N2CN=c3s/c(=C\c4ccccn4)c(=O)n3C2)cc1 | 1.4
O=S(=O)(c1ccccc1)[C@@]1(c2ccc(Br)cc2)C[C@@H]2ON=C(c3cccc(Br)c3)[C@@H]2C1 | 1.1
COc1ccc(Br)cc1CN1CCC(N2CCCC2)CC1 | 4.1
CC(C)C(NC(=O)[C@H](Cc1ccc(O)cc1)NC(=O)OC(C)(C)C)P(=O)(O)OC(Cc1ccccc1)C(=O)O (stereo partly specified) | 0.3
COC(=O)CNC(=O)[C@H](Cc1ccccc1)NC1(C(=O)NCCc2c[nH]c3ccccc23)CCCCC1 | -10.8
Cc1ccc(CNn2cn[nH]c2=S)cc1 | -5.2
CCOC(=O)c1ccc(NC(=S)NCc2ccc(F)cc2)cc1 | -5.3
Cn1cc(C(=O)c2cccc(Cl)c2)cc1/C=N\O | 1.6
Cc1ccc(NC(=O)Cn2cc(C(=O)C3CC3)c3ccccc32)cc1 | 3.5
Fc1ccccc1NC(=S)Nc1ccc(Br)cc1 | -1.8
CC(C)(C)OC(=O)NCCCC[C@H](NC(=O)c1[nH]cnc1C(=O)Nc1ccccc1)C(=O)OC(C)(C)C | 1.8
Cc1ccc(S(=O)(=O)NCCNC(=O)N2CCOCC2)cc1 | 1.2
O=C(CN1CCC(NC(=O)NCc2ccccc2)CC1)Nc1ccc2c(c1)OCCO2 | -2.1
Cc1ccc(C)c(OCCC(=O)NCCc2ccc(F)cc2)c1 | 0.0
CC(C)(C)c1ccc(OCC(=O)O/N=C(\N)c2ccncc2)cc1 | -1.5
O=C1CCCc2c1[nH]c1ccc(Cl)cc21 | 0.2
Cc1cc(N2C(=O)C(=O)/C(=C(/O)c3ccccc3)C2c2cccs2)no1 (stereo unspecified) | -1.4
Cc1cccc(OCCCN2CCOCC2)c1 | 3.9
CCCN(CC(=O)Nc1ccccc1C)C(=O)Cc1c[nH]c2ccccc12 | -5.1
CCCC1CCC2(CC1)CCC2OC(=S)Nc1cccc(I)c1 (stereo unspecified) | -0.6
COc1ccc(-c2c(-c3ccccc3OC)oc3ccccc23)cc1F | 2.5
Next entries.
SMILES | TbREL1 primary
CC(C)c1ccc(NC(=S)NCc2cccs2)cc1 | -7.2
COC(=O)Cn1ncc(N(C)Cc2ccccc2)c(Cl)c1=O | -0.2
CC(C)(C)C(=O)OCOP(=O)(COCCn1cnc2c(N)ncnc21)OCOC(=O)C(C)(C)C | 4.1
CC(C)(C)c1csc(NC(=O)CS(=O)(=O)c2ccccc2)n1 | -2.4
C=CCN1C(=O)CN=C1Nc1ccc(OC)cc1OC | 2.5
COc1ccc(Br)cc1S(=O)(=O)NCCCN1CCOCC1 | -4.1
C/C(=N/NC(=O)CN1CCN(Cc2ccccc2Cl)CC1)c1cccnc1 | -3.6
COc1ccc(-n2c(=O)c3ccccc3n(CC(=O)NCc3ccco3)c2=O)cc1 | -0.8
Cc1cc(C)n2nc(C(=O)OCC(=O)N3C(C)CCCC3C)nc2n1 (stereo unspecified) | 9.4
O=C(CN(Cc1ccccc1)S(=O)(=O)c1ccc(Br)cc1)N/N=C/c1ccccc1C(=O)O | 0.2
CCCCC1(C)Nc2ccccc2-c2nc3ccccc3n21 (stereo unspecified) | 2.3
COC(=O)CCCC1=CC2=C(c3ccccc3)C(=O)C(C)(OC(=O)C3CCCC3)C(=O)C2=CN1c1ccc(OC)cc1 (stereo unspecified) | -2.7
Cc1ccc(SCCNC(=S)Nc2cc(C)ccc2C)cc1 | 2.0
COc1ccccc1C(=O)NC1CCSc2ccccc21 (stereo unspecified) | -4.1
CC(=O)Nc1ccc(NC(=O)C(C)OC(=O)c2c(NC(C)=O)sc(C)c2C)cc1 (stereo unspecified) | 5.1
CC1CCCN(S(=O)(=O)c2ccc(NC(=O)C3CC(=O)N(c4ccccc4)C3)cc2)C1 (stereo unspecified) | 6.5
CCOC(=O)C1(Cc2ccc(OC)cc2)CCN(C(=O)C2CC(=O)N(C3CC3)C2)CC1 (stereo unspecified) | -3.8
O=C(NC1CC1)C1CCN(C2CCN(C(=O)Cc3ccc(F)cc3)CC2)CC1 | 2.9
CCOC(=O)N1CCC(N(C(=O)Nc2cccc(OC)c2)C(C)CC)CC1 (stereo unspecified) | -3.0
COCc1cc(C)nc(SCC(=O)NCC2CCCO2)c1C#N (stereo unspecified) | 0.9
Cc1ccccc1-n1c(N)cc(=O)[nH]c1=S | -2.8
COc1ccccc1CNC(=O)C(CC(C)C)NS(=O)(=O)c1ccc2c(c1)oc(=O)n2C (stereo unspecified) | 1.9
Cc1nc2c([nH]c3ccccc32)c(=O)n1N | 3.1
O=c1cc(-c2cccnc2)oc2c1ccc1ccccc12 | -0.8
CC1CC(C)CN(C(=O)c2cc3c(=O)n4ccccc4nc3s2)C1 (stereo unspecified) | -1.7
(further entries)
SMILES | TbREL1 primary
C=CCOC(=O)C1=C[C@H](c2ccc(Br)cc2)[C@@H](CCCO)[C@H](OCC)O1 | -1.5
O=C1c2ccccc2S(=O)(=O)N1CCOc1ccccc1 | 0.5
COc1cccc(-c2sc3ccc(OC)cc3c2-c2ccc(OC)cc2F)c1 | 2.9
CCN(CCn1cccn1)Cc1cn[nH]c1-c1ccc(OC)cc1F | -1.2
CCn1c(CNC(=O)COc2c(C)cccc2C)nnc1SCC(=O)Nc1nccs1 | 7.9
CN(C)S(=O)(=O)c1cccc(C(=O)NCC(C)(C)CNC(=O)c2cccc(S(=O)(=O)N(C)C)c2)c1 | 0.2
O=C(Cc1ccccc1)Nc1ncnc2c1C(c1ccccc1)c1c(ccc3ccccc13)O2 (stereo unspecified) | 2.1
CN(Cc1cn(Cc2ccccc2)nn1)C1CN(Cc2cn(Cc3ccccc3)nn2)S(=O)(=O)C1 (stereo unspecified) | -2.3
O=C(CNc1n[nH]c(=O)[nH]c1=O)N/N=C/C1CC=CCC1 (stereo unspecified) | -0.8
N#Cc1ccccc1S(=O)c1ccccc1C(=O)Nc1ccccc1 (stereo unspecified) | -1.6
COCCOC1CCN(C(=O)C2CCC(=O)N(CCc3ccccc3)C2)CC1 (stereo unspecified) | 6.6
Cc1sc2nc3ccc(N4CCCCC4)nn3c(=O)c2c1C | 1.8
COc1c(C)cc(C(=O)C2CCCN(Cc3cnc(N4CCOCC4)s3)C2)cc1C (stereo unspecified) | -2.5
Cc1cccc(/C=N/N2CCN(c3ccccc3)CC2)c1 | -0.7
COc1ccccc1OCc1cc(C(=O)N2CCN(C)C(c3ccccc3)C2)no1 (stereo unspecified) | -1.3
CN(C)CC/C=C1/c2cc(F)ccc2CSc2ccc(F)cc21 | 1.1
O=C(N/C(=C\c1ccccc1)C(=O)N1CCOCC1)c1ccco1 | -0.3
CCN(CC(=O)Nc1ccc(OC)cc1)C(=O)c1ccccc1Sc1ccccc1C#N | -3.5
CCCc1nc2c3ccccc3ccn2c1CC1CCCCC1 | -3.5
Brc1ccc(OCc2ccccc2)c(CNCc2ccncc2)c1 | -1.2
O=C(CC[C@H]1O[C@@H](n2ccc(=O)[nH]c2=O)[C@H](O)[C@@H]1O)NCCc1c[nH]c2ccccc12 | 0.4
Cn1c(SCC(=O)Nc2nc3c(s2)CCCC3)nnc1-c1ccccc1 | 0.7
Cc1ccc(CNC(=O)c2ccc(NS(=O)(=O)c3cccs3)cc2)cc1 | -1.7
Cc1cc(Cl)ccc1-c1nc(NCc2ccccc2)nc2ccsc12 | 1.6
CC(=O)Nc1ccc(NC(=O)CCCNC(=O)c2ccc(Cl)cc2)cc1 | -3.5

Sorted by number of heavy atoms (highest first): some entries from above.
SMILES | TbREL1 primary
O=C(Cc1ccccc1)Nc1ncnc2c1C(c1ccccc1)c1c(ccc3ccccc13)O2 (stereo unspecified) | 2.1
COc1cccc(-c2sc3ccc(OC)cc3c2-c2ccc(OC)cc2F)c1 | 2.9
Cc1ccc(CNC(=O)c2ccc(NS(=O)(=O)c3cccs3)cc2)cc1 | -1.7
Cc1cc(Cl)ccc1-c1nc(NCc2ccccc2)nc2ccsc12 | 1.6
CN(C)CC/C=C1/c2cc(F)ccc2CSc2ccc(F)cc21 | 1.1
Cc1sc2nc3ccc(N4CCCCC4)nn3c(=O)c2c1C | 1.8
O=C(CNc1n[nH]c(=O)[nH]c1=O)N/N=C/C1CC=CCC1 (stereo unspecified) | -0.8

Rewritten in CSV form: 2 of the compounds above.
compound,TbREL1 primary
CN(C)CC/C=C1/c2cc(F)ccc2CSc2ccc(F)cc21,1.1
O=C(N/C(=C\c1ccccc1)C(=O)N1CCOCC1)c1ccco1,-0.3

Next part.
SMILES | TbREL1 primary
CC1OC(Nc2ccc(OC(F)(F)F)cc2)C(O)C(O)C1O (stereo unspecified) | -0.2
C/C(N)=C(/C#N)C(=O)COC(=O)CSc1ccccc1 | 0.6
O=C(O)CSC1CC(=O)N(c2ccc(Cl)c(Cl)c2)C1=O (stereo unspecified) | 0.0
N#Cc1ccccc1COC(=O)c1cc(=O)c2ccccc2o1 | -1.0
CCCn1c(N)c(C(=O)CN2CCN(S(=O)(=O)c3cccc(Cl)c3)CC2)c(=O)[nH]c1=O | -1.5
O=C(Nc1ccccc1)N1N=CCC1c1ccccc1 (stereo unspecified) | 4.1
CCOC(=O)C1CCCN(C(=O)c2ccc3nc(-c4cccc(OC)c4)oc3c2)C1 (stereo unspecified) | -2.3
Cc1nc2ccccc2c2oc(C(=O)N3CCc4ccccc4C3)cc12 | 2.3
Cc1cc(S(=O)(=O)NC2CCCCC2)ccc1OCC(=O)NCc1ccccn1 | 1.3
CCCC1CCC2(CC1)CCC2OC(=S)Nc1ccc(I)cc1 (stereo unspecified) | 3.6
Cc1cccc(C)c1NC(=O)C(CCc1ccccc1)N1CCC(c2ccccc2)CC1 (stereo unspecified) | -5.7
O=C1CC(N2CCC(c3nc4ccccc4s3)CC2)C(=O)N1Cc1ccccc1 (stereo unspecified) | -1.8
O=C(OCC#CCSc1nnc(-c2cccc3ccccc23)o1)c1ccco1 | 1.0
FC(F)(F)c1cccc(Cn2ccc3ccc(-c4ccc5ccn(Cc6cccc(C(F)(F)F)c6)c5c4)cc32)c1 | -0.3
O=C(COc1ccc(Cl)cc1)NCCCNC(=O)c1ccncc1 | -1.7
CCn1c(SCC(=O)N2CCCC(C)C2)nnc1-c1ccc(S(=O)(=O)N2CCN(C)CC2)cc1 (stereo unspecified) | 0.9
CC(=O)Nc1ccc(CN2CCC(Oc3ccc(C(=O)N4CCCC4)cc3)CC2)cc1 | -1.4
CN(CC(=O)Nc1ccc(OC(F)(F)F)cc1)C(=O)Cc1ccc2c(c1)CCC2 | -2.7
NCCCC[C@@H]1NC(=O)[C@H](CCC(=O)O)NC(=O)c2cc([N+](=O)[O-])cc(I)c2SC[C@@H](C(=O)NCC(N)=O)NC1=O | -0.1
CC1CCCC(NC(=O)COC(=O)COc2ccc(Br)cc2)C1C (stereo unspecified) | 1.7
CN(C)C(=S)Nc1cccc(C(F)(F)F)c1 | -3.5
CN(C)C(CNC(=O)Nc1cccc(Cl)c1)c1cccnc1 (stereo unspecified) | -1.4
Fc1ccc2c(c1)C(c1cccnc1)=NNC(c1cccs1)=N2 | -1.6
CC(C)(C)OC(=O)N1CCC[C@H]1c1nnc(SC/C=C/c2ccccc2)o1 | 1.0
CCc1noc(C)c1C(=O)N1CCN(CC(=O)OC)CC1 | -0.7
Next structures follow:
SMILES | TbREL1 primary
COc1ccc(C(=O)N2CCOC2CNC(=O)C(=O)NCCc2ccc(OC)c(OC)c2)cc1 (stereo unspecified) | -1.8
CC(OC(=O)CN1C(=O)NC2(CCCCC2C)C1=O)c1ccccc1 (stereo unspecified) | -0.6
Cc1ccc2nc(-c3cccnc3)c(Nc3ccccc3C)n2c1 | 5.1
N/C(=N\OC(=O)c1cccc([N+](=O)[O-])c1)c1ccccn1 | 2.1
O=C(CCC1CCCC1)N1CCN(C(=O)c2cccnc2)CC1 | -2.2
COc1ccc(N(C)C(=O)c2cc3c(s2)-c2ccccc2S(=O)(=O)C3)cc1 | 3.6
CNC(=O)c1[nH]cnc1C(=O)Nc1ccccc1 | 0.6
O=C(CNC(=O)Cc1cccc2ccccc12)NCc1ccc(F)cc1 | 1.9
COc1ccc(CCNC(=O)C2CCC(C(C)(C)C)CC2)cc1OC (stereo unspecified) | -3.1
COC(=O)CN(c1ccccc1F)S(=O)(=O)c1ccccc1 | 6.1
CCSc1nnc(NC(=O)c2cc(C)nc3ccccc23)s1 | -1.8
O=C(c1ccco1)N1CCN(/C(=N/S(=O)(=O)c2cccs2)c2ccccc2Cl)CC1 | 7.5
COc1ccc2c(-c3cnc(N4CCOCC4)nc3)c(-c3ccc(S(C)(=O)=O)cc3)sc2c1 | 5.5
CCOc1ccc(C2CC(c3ccccc3C)n3ncnc3N2)cc1 (stereo unspecified) | 0.1
COc1ccc([C@H]2N[C@]3(CCCN(Cc4ccc(C(F)(F)F)cc4)C3=O)[C@H]3C(=O)N(Cc4ccccc4)C(=O)[C@@H]23)cc1 | -0.1
CC(c1ccccc1)C1OCC(C[N+]2(C)CCCCC2)O1 (stereo unspecified) | 3.9
Cc1ccc(S(=O)(=O)CC(=O)N2CC(C)OC(C)C2)cc1 (stereo unspecified) | 0.8
COC(=O)C1=C(C)NC(C)=C(C(=O)OC)C1C(=O)OC1CCCCC1=O (stereo unspecified) | -1.4
Cn1c(=O)c(C(=O)NNC(=O)c2ccccc2Cl)c(O)c2ccccc21 | -6.7
COc1ccc(C(=O)N2CCCC(Nc3ccc(F)c(F)c3)C2)c(OC)n1 (stereo unspecified) | -3.5
O=C(COC(=O)c1nc(Cl)ccc1Cl)c1ccc[nH]1 | 3.8
O=[N+]([O-])c1ccccc1-c1cc(-c2ccccc2O)n[nH]1 | 5.3
CCCCOCCCNC(=O)N[C@@H](CC(C)C)C(=O)O | -0.8
O=C(Nc1ccc2nc(-c3ccc(Br)o3)[nH]c2c1)c1cccs1 | -0.1

Bioassay records deposited in PubChem by The Scripps Research Institute Molecular Screening Center.
